HT1080 cytotoxicity: HT1080 cell viability loss – fluorescence readout (AID 620) | cytotoxicity, % at 10 µM; hits with a dose series show EC50 in µM | HT1080 viability, fluorescence; higher % means a stronger effect | 0.42% of 87,000 active;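 also: cells exposed to compound overnight then 4 h with Alamar Blue; 0% = vehicle DMSO and 100% = killing control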
Spn DPM-DC inh: S. pneumoniae DPM-DC inhibition; purified DPM-DC, PK/LDH coupled NADH fluorescence; calls only at 10 µM; 0.49% of 65,000 active;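 active = the 320 compounds with the highest percent inhibition in the single-dose primary screen, excluding strongly autofluorescent ones, cut at about 32% in these data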;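 also: kinetic rate of NADH fluorescence loss reporting ADP formed by the decarboxylase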
HPDE-C7 cytotoxicity: cytotoxicity in HPDE-C7 cells, cell-based, fluorescence, HTS (AID 430) | HPDE-C7 pancreatic duct cells viability, fluorescence; higher % means a stronger effect | cytotoxicity, % at 10 µM, or EC50 in µM where a hit was titrated | 1.8% of 63,000 active;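 also: cells exposed to compound for 48 hours before viability readout; 0% = vehicle and 100% = reference cytotoxic drug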
Bfl-1 displacement: displacement of Bid BH3 peptide from Bfl-1 – biochemical, fluorescence polarization, FITC-Bid, mouse, primary screen (AID 432); FITC-Bid BH3 peptide fluorescence polarization displacement; higher % means a stronger effect; one-dose displacement, % at 20 µM; IC50 in µM for titrated hits; 0.02% of 64,000 active; in the data active = a potency from the dose series; inactive = the rest, 99 in 100 with displacement below about 15%; also: strong numbers were not always called active
KRASV12 cytotoxicity: cytotoxicity in KRAS-transformed pancreatic duct cells, primary screen, cell-based, fluorescence, HTS (AID 431) | HPDE-C7K KRASV12 cells, Alamar Blue viability, 48 h; higher % means a stronger effect | one-dose cytotoxicity, % at 10 µM; EC50 in µM for titrated hits | 1.7% of 63,000 active;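 active = compounds whose percent cytotoxicity in the single-dose primary screen, scaled between solvent and toxic-drug controls, exceeds 50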;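 also: 0% = DMSO solvent wells and 100% = doxorubicin-treated wells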
PMK inhibit: S. pneumoniae PMK inhibition; AID 539; purified PMK, PK/LDH-coupled NADH absorbance 340 nm; 0.49% of 65,000 active; inhibition, % at 10 µM;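 active = top-ranked compounds by inhibition in the single 10 µM screen, taking a fixed number of the strongest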;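 also: 0% = full reaction with DMSO carrier and 100% = background rate without enzyme reaction; no value below 0 was filed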
TNAP inhibition: inhibition of tissue-nonspecific alkaline phosphatase – biochemical, luminescent (AID 518) | 0.09% of 64,000 active | purified TNAP enzyme, luminescent substrate readout; higher % means a stronger effect | one-dose inhibition, % at 20 µM; IC50 in µM for titrated hits; in the data active = a potency from the dose series; inactive = the rest, 99 in 100 with inhibition below about 22%;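 also: plate controls were vehicle for no effect and reference inhibitor for full effect; many of its hits are not listed in these tables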
LYP inhibition: inhibition of human PTPN22 tyrosine phosphatase – biochemical, DiFMUP fluorescence, recombinant catalytic domain, 10 µM, primary screen (AID 606). inhibition, % at 10 µM; hits with a dose series show IC50 in µM. 52,000 tested, under 10 active. recombinant LYP catalytic domain, DiFMUP fluorescence; higher % means a stronger effect;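 active = IC50 under 40 µM in the dose-response test; inactive = IC50 of 40 µM or more, or never dose-tested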
Spn MK inh: blocks S. pneumoniae mevalonate kinase | purified MK, PK/LDH-coupled NADH absorbance 340 nm | inhibition, % at 10 µM | 0.48% of 65,000 active;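 active = ranked among the strongest by inhibition in the single 10 µM screen, a fixed top-ranked set picked for dose follow-up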; also: no value below 0 was filed
PMK inhibit pilot replicates: further read-out of PMK inhibit, marked with its call; inhibition, %; measured here: pilot screen replicates
Spn MK inh pilot replicates: also measured in Spn MK inh; calls as there; inhibition, %; measured here: pilot screen replicates
Spn DPM-DC inh pilot screen %: recorded beside Spn DPM-DC inh, whose call it bears; inhibition, %; measured here: pilot screen trials
The depositor's hits bear a star; i = inactive; · = not tested or not shown. Rule as the data show it, unless noted: active = cytotoxicity above about 50%; inactive = the rest.

SMILES	HT1080 cytotoxicity	Spn DPM-DC inh	HPDE-C7 cytotoxicity	Bfl-1 displacement	KRASV12 cytotoxicity	PMK inhibit	TNAP inhibition	LYP inhibition	Spn MK inh	others
O=C(O)C1Nc2c(O)cccc2C2C=CCC12 (centres undefined)	0.3%	i	6.1%	34.9%	-17.4%	10.0	36.8%	-20.3%	9.0
O=C1c2ccccc2C(=O)N1Cc1nc2ccccc2c(=O)n1CCN1CCOCC1	-8.0%	i	-0.5%	-4.4%	3.4%	16.0	8.3%	5.8%	12.0	PMK inhibit pilot replicates=1.0;Spn MK inh pilot replicates=3.0;Spn DPM-DC inh pilot screen %=0.0
Cc1ccc(-c2cc(C(=O)NCC3CCCO3)no2)cc1 (centres undefined)	1.6%	i	2.2%	-5.5%	-5.6%	3.0	12.3%	1.5%	1.0
Cc1cc(C)nc(SC2=CS(=O)(=O)c3ccccc32)n1	-9.3%	i	4.3%	5.1%	2.9%	1.0	6.9%	14.4%	0.0	PMK inhibit pilot replicates=0.0;Spn MK inh pilot replicates=0.0;Spn DPM-DC inh pilot screen %=0.0
CCN(CC)C(=O)CN(C#N)c1nc(OC)nc(N(C)C)n1	5.3%	i	-11.8%	-5.4%	-4.5%	1.0	4.7%	10.4%	6.0
COc1ccccc1N(CN1CCCC1=O)C(=O)COc1ccccc1	2.0%	i	-2.4%	-2.3%	-6.6%	2.0	9.3%	15.6%	0.0
COc1ccc(C(C)=O)cc1COC(=O)c1cc(C)oc1C	2.1%	i	2.5%	-5.2%	-1.9%	6.0	3.0%	·	6.0
CCOC(=O)N1CCN(c2c(NCCCOC(C)C)c(=O)c2=O)CC1	-3.1%	i	2.7%	-5.0%	4.5%	0.0	12.7%	8.3%	9.0	PMK inhibit pilot replicates=2.0;Spn MK inh pilot replicates=5.0;Spn DPM-DC inh pilot screen %=1.5
CCCc1cn(S(=O)(=O)c2ccc(OC)cc2OC)nc1N	-1.5%	i	-9.9%	-7.2%	-13.6%	6.0	15.5%	-6.3%	5.0	PMK inhibit pilot replicates=0.5;Spn MK inh pilot replicates=0.0;Spn DPM-DC inh pilot screen %=0.0
COc1ccc(C)c2sc(=NC(=O)c3ccc(C#N)cc3)n(C)c12	5.7%	·	-13.5%	-4.6%	-19.2%	16.0	2.3%	-3.0%	8.0
O=C(CN1CCSCC1)N1CCc2[nH]c3ccc(Br)cc3c2C1	-3.3%	i	8.6%	-3.5%	5.9%	5.0	9.3%	9.1%	6.0	PMK inhibit pilot replicates=3.0;Spn MK inh pilot replicates=0.0;Spn DPM-DC inh pilot screen %=0.0
Cn1c(N2CCCC2)nc2c1c(=O)n(Cc1cccc(F)c1)c(=O)n2C	1.7%	i	-0.5%	-5.8%	7.3%	6.0	7.3%	·	2.0
COc1ccc(-c2nnc(SCC(=O)NC3CCCCC3)o2)cc1OC	-0.6%	i	-5.2%	-0.1%	-2.8%	4.0	6.9%	-2.3%	8.0
Cc1nn(-c2ccccc2)c(OC(=O)c2cccs2)c1S(=O)(=O)c1ccccc1	-6.4%	i	-5.8%	-12.5%	1.2%	10.0	10.6%	·	3.0
COC(=O)Nc1sccc1C(=O)Nc1sccc1C(=O)OC	-6.3%	i	3.5%	-20.9%	-0.8%	0.0	24.9%	9.1%	4.0	PMK inhibit pilot replicates=0.0;Spn MK inh pilot replicates=0.0;Spn DPM-DC inh pilot screen %=7.0
CCOc1ccc(NS(=O)(=O)c2ccc(OCC(=O)NCCCOC)cc2)cc1	5.4%	i	-10.3%	-10.4%	1.1%	2.0	16.6%	4.4%	5.0
O=C(c1cccc2c1C(=O)N(Cc1cccnc1)C2)N1CCN(c2ccccc2)CC1	2.4%	i	-8.6%	-4.3%	8.6%	13.0	8.0%	14.8%	9.0	PMK inhibit pilot replicates=0.5;Spn MK inh pilot replicates=2.0;Spn DPM-DC inh pilot screen %=1.5
Clc1ccccc1COc1ccccc1-c1nnco1	0.2%	i	·	·	·	2.0	·	16.6%	0.0
O=C(N1CCOCC1)C(F)(F)C(=O)N1CCOCC1	3.6%	i	0.6%	-3.3%	3.2%	2.0	-1.3%	-2.0%	2.0
N#Cc1c(SCC(N)=O)nsc1SCc1ccccc1Cl	1.7%	i	-6.5%	2.4%	-4.1%	15.0	11.6%	5.6%	1.0
CC(=O)C1C(c2ccccc2Cl)NC(=O)NC1(O)C(F)(F)F (centres undefined)	2.5%	i	-1.0%	-1.7%	5.7%	9.0	4.5%	5.2%	4.0
CCC(=O)Nc1ccc(-c2nnc(SCC(=O)NCC3CCCO3)n2C)cc1 (centres undefined)	0.9%	i	9.8%	4.4%	11.3%	5.0	6.8%	-21.7%	0.0
CN(C(=O)CSc1nnc(-c2ccco2)o1)C1CCCCC1	-13.8%	i	3.3%	-2.6%	-7.0%	10.0	7.9%	1.2%	0.0
COc1ccc(S(=O)(=O)N(C)CC(=O)Nc2ccccc2SC)cc1	-0.1%	i	-15.0%	-2.4%	-5.1%	0.0	5.3%	11.7%	6.0
Cc1ccc(-c2[nH]n3c(=O)c4c(nc3c2C)CCCC4)cc1	-0.8%	i	5.7%	10.8%	1.9%	6.0	7.9%	·	15.0
CCCc1nc2scc(-c3ccccc3)c2c(=O)n1N	9.8%	i	4.4%	-3.5%	-4.2%	11.0	8.5%	-11.1%	8.0
COc1cc(S(=O)(=O)NCCN2CCOCC2)c(OC)cc1Cl	4.5%	i	-2.4%	-3.6%	-3.5%	0.0	11.8%	3.7%	6.0
O=C(c1cccc(C(F)(F)F)c1)N1CCCC1	2.5%	i	-5.4%	-3.3%	-16.1%	3.0	9.0%	-5.8%	8.0
COc1ccc(OCCCC(=O)N2CCCc3ccccc32)cc1	-15.1%	i	-7.3%	-7.0%	-0.7%	14.0	3.9%	4.1%	9.0
COc1cc(OC)nc(NC2OC(=O)c3ccccc32)n1 (centres undefined)	-3.0%	i	·	·	·	19.0	·	20.4%	13.0

A run of entries of the results above, for reference:
SMILES	HT1080 cytotoxicity	Spn DPM-DC inh	HPDE-C7 cytotoxicity	Bfl-1 displacement	KRASV12 cytotoxicity	PMK inhibit	TNAP inhibition	LYP inhibition	Spn MK inh	others
O=C(c1cccc(C(F)(F)F)c1)N1CCCC1	2.5%	i	-5.4%	-3.3%	-16.1%	3.0	9.0%	-5.8%	8.0
COc1ccc(OCCCC(=O)N2CCCc3ccccc32)cc1	-15.1%	i	-7.3%	-7.0%	-0.7%	14.0	3.9%	4.1%	9.0
COc1cc(OC)nc(NC2OC(=O)c3ccccc32)n1 (centres undefined)	-3.0%	i	·	·	·	19.0	·	20.4%	13.0

Following part.
SMILES	HT1080 cytotoxicity	Spn DPM-DC inh	HPDE-C7 cytotoxicity	Bfl-1 displacement	KRASV12 cytotoxicity	PMK inhibit	TNAP inhibition	LYP inhibition	Spn MK inh	others
O=C1C(c2ccc(F)cc2)N(Cc2ccc3c(c2)OCO3)C(=O)CN1C1CCCC1 (centres undefined)	-6.7%	i	-25.1%	-5.9%	-5.7%	13.0	8.7%	25.9%	0.0
COc1cccc(C2N(c3ccc(Cl)cc3)C(=O)C3CCCN32)c1 (centres undefined)	1.8%	i	7.7%	0.8%	-1.5%	1.0	0.8%	-3.0%	4.0
Cc1ccc(OCc2nc(C#N)c(NCc3ccco3)o2)cc1	2.2%	i	2.7%	0.3%	2.5%	16.0	10.3%	1.4%	5.0
Cn1c2c(c(=O)n(C)c1=O)C(CC(=O)Nc1ccccc1)C(=O)N2 (centres undefined)	-4.3%	i	7.8%	-3.6%	5.2%	0.0	14.9%	-4.7%	0.0	PMK inhibit pilot replicates=1.0;Spn MK inh pilot replicates=0.0;Spn DPM-DC inh pilot screen %=0.0
Cc1onc(-c2ccccc2Cl)c1C(=O)N(C)C1CCCCC1	3.9%	i	-7.5%	-0.9%	1.4%	11.0	5.9%	5.5%	6.0
CN1CCc2c(sc3c2C(=O)NC(c2cn(Cc4ccccc4)c4ccccc24)N3)C1 (centres undefined)	-0.9%	i	·	·	·	8.0	·	-1.2%	12.0
COc1ccc(N2CCN(c3ccc(NC(=O)c4ccc5c(c4)OCO5)cc3C#N)CC2)cc1	3.3%	i	-6.7%	-4.0%	-5.6%	10.0	8.4%	1.8%	7.0
CCc1cc2c(NC(C(=O)O)C(C)C)ncnc2s1 (centres undefined)	·	i	4.4%	1.5%	-6.4%	4.0	7.3%	9.1%	0.0
O=C(NCc1cccnc1)c1ccc2c(c1)OCO2	-0.2%	i	-4.8%	2.8%	0.6%	20.0	17.9%	12.5%	1.0	PMK inhibit pilot replicates=0.0;Spn MK inh pilot replicates=0.0;Spn DPM-DC inh pilot screen %=0.0
CCOC(=O)c1sc2nc(SCC#N)n(CC3CCCO3)c(=O)c2c1C (centres undefined)	-8.1%	i	1.3%	-3.1%	1.1%	6.0	8.9%	·	7.0
O=C(NCCN1CCOCC1)c1cc(-c2cccs2)on1	5.8%	i	14.6%	1.3%	12.8%	0.0	8.3%	-20.4%	9.0
O=C(NCCC1=CCCCC1)C1CCCN(S(=O)(=O)c2cnc[nH]2)C1 (centres undefined)	-7.8%	i	-2.1%	-0.6%	-2.3%	4.0	11.5%	16.6%	3.0
COc1cc(C2C3=C(CC(C)(C)CC3=O)Nc3c2c(=O)[nH]c(=O)n3Cc2ccccc2)ccc1O (centres undefined)	-3.9%	i	8.9%	2.2%	30.0%	15.0	-2.8%	·	17.0	PMK inhibit pilot replicates=2.0;Spn MK inh pilot replicates=3.5;Spn DPM-DC inh pilot screen %=1.5
Cc1cccc(-c2c3c(=O)n(C)c(=O)n(C)c3c3cccnn23)c1	1.4%	i	-15.1%	-1.5%	-8.9%	12.0	8.5%	-3.1%	0.0
OC(CCCN1CCC(O)(c2ccc(Cl)cc2)CC1)c1ccc(F)cc1 (centres undefined)	-4.1%	i	16.6%	6.0%	21.5%	8.0	1.0%	6.0%	8.0	PMK inhibit pilot replicates=1.5;Spn MK inh pilot replicates=1.0;Spn DPM-DC inh pilot screen %=0.5
CCCn1c(NC(=O)c2ccco2)nc2ccccc21	10.4%	i	3.4%	-0.4%	14.0%	0.0	11.4%	0.6%	3.0
CCn1cc(C(=O)OCc2cccc(Br)c2)c(=O)c2ccc(C)nc21	3.5%	i	5.1%	-4.3%	2.7%	13.0	23.7%	3.8%	6.0
CCOC(=O)N1CCN(S(=O)(=O)c2cc(Br)cc3c2N(C(=O)C2CC2)CC3)CC1	30.1%	i	-4.4%	-5.2%	2.9%	0.0	12.9%	7.9%	7.0
CC(C)(C)C1CCC(OC(=O)c2ccncc2)CC1 (centres undefined)	-7.1%	i	0.5%	-5.9%	-4.1%	15.0	5.5%	0.7%	0.0
Cn1nc(C(=O)NCC2CCCO2)c2ccccc2c1=O (centres undefined)	8.5%	i	-3.1%	-5.2%	6.7%	12.0	3.8%	5.8%	8.0
CN(C)S(=O)(=O)N(CC(=O)Nc1ccccc1C(F)(F)F)c1ccccc1	-4.8%	i	20.0%	2.6%	-0.1%	11.0	8.7%	0.6%	14.0

An unsorted share of the library. About 3.5% of those tested had a hit in this group.
